SR-BI DiI-HDL act – activators of SR-BI mediated DiI-HDL uptake, primary screen, ldlA[mSR-BI] CHO cells, DiI fluorescence. actives 0.096% (n = 320,000). activation, % at 12.5 µM. 3 h; 100 = double the neutral-control signal;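 active = mean replicate activation of at least 60% and every replicate at or above 60%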;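 note: 0% = median plate neutral-control signal and 100% = twice that signal; values of inactives mirror those of a sister screen read the other way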
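Material – SR-BI-overexpressing, LDLR-lacking CHO cells · Medium – BSA-supplemented, HEPES-buffered Ham's F12, pH 7.4 · Doses – single concentration · Times – compound with DiI-HDL co-incubation, 3 h at 37 °C · Measured by – bottom-read fluorescence, 550/595 nm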
SR-BI DiI inh – inhibitors of SR-BI mediated HDL lipid uptake, primary screen, ldlA[mSR-BI] cells, fluorescence, single point; Scavenger receptor class B member 1 (Mus musculus), Q61009; ldlA[mSR-BI] CHO cells, DiI-HDL uptake fluorescence, 3 h; inhibition, % at 12.5 µM; actives 0.96% (n = 320,000); AID 488896, 2010;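 active = mean replicate inhibition of at least 70% and a set share of replicates each scoring 70 or more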;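 note: 0% = median of neutral control wells and 100% = median of positive control wells; values of inactives mirror those of a sister screen read the other way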
MITF TRPM1 HTS – activators of MITF-driven TRPM1 promoter reporter, primary screen, cell-based, SK-MEL-5, luciferase, single point; SK-MEL-5 TRPM1-promoter luciferase, 24 h; % of positive control, neutral wells = 0; activation, % at 12.5 µM; actives 0.75% (n = 300,000);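 active = mean activation of at least 80% with every replicate also reaching 80%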;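 note: 0% = neutral control wells and 100% = parthenolide positive control wells; values of inactives mirror those of a sister screen read the other way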
PvdQ inh – P. aeruginosa PvdQ acylase inhibitors, primary screen, biochemical, fluorescence, plate reader and imaging, single point. PvdQ acylase [Pseudomonas aeruginosa LESB58]. purified PvdQ acylase. inhibition, % at 10 µM. actives 0.063% (n = 340,000). AID 488965, 2010; in the data active = inhibition above about 30%, passing the limit was not always enough;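 note: 0% = vehicle neutral wells and 100% = reference inhibitor wells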
Rtt109 Vps75 – inhibitors of C. albicans Rtt109/Vps75 HAT, primary screen, biochemical, ThioGlo CoA-SH fluorescence, plate reader. AID 540336, 2011. inhibition, % at 34.9 µM. actives 0.16% (n = 330,000). Histone acetyltransferase RTT109 (Candida albicans (strain SC5314 / ATCC MYA-2876)), …. purified Rtt109/Vps75, 4 h;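 active = inhibition of at least 50% in every replicate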
Target sequence (Q5AAJ8 whole entry, looked up): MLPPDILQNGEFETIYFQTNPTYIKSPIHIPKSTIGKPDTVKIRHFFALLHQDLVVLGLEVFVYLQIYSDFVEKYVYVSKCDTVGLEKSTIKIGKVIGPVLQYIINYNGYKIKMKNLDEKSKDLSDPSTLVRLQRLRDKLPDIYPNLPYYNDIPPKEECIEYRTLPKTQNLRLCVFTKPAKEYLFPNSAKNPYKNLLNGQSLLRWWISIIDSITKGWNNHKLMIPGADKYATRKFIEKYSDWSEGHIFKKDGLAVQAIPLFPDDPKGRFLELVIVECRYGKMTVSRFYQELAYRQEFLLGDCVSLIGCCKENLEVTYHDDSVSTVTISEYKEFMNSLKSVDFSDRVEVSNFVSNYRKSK
dFosB act – activators of delta FosB homodimer, primary screen, biochemical, fluorescence polarization, TAMRA-CDK5 oligo, single point | actives 0.99% (n = 340,000) | AID 493131, 2011 | activation, % at 25 µM | purified delta FosB; percent of positive-control signal above neutral wells | Protein FosB (Mus musculus), P13346;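 active = mean activation above about 17%, with every replicate also reaching it, limit read from the data, passing the limit was not always enough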;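 note: fluorescence polarization rise as delta FosB binds a TAMRA Cdk5 AP-1 oligo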
Target sequence (P13346 whole entry, looked up): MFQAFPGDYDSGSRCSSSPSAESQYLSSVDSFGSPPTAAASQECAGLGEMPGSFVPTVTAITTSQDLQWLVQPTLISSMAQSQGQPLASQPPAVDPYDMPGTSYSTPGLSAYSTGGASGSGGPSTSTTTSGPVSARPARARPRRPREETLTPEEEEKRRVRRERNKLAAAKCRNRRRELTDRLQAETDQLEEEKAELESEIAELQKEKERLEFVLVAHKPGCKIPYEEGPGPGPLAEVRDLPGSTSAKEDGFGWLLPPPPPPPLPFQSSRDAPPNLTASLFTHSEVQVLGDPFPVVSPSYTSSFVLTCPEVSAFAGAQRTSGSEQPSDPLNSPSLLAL
CDK5 inh – inhibitors of human CDK5/p35 kinase, primary screen, biochemical, single concentration. Cyclin-dependent kinase 5 (Homo sapiens) + Cyclin-dependent kinase 5 activator 1 (Homo …. Recombinant CDK5/p35, ADP-Glo luminescence, 60 min. inhibition, % at 10 µM. actives 0.01% (n = 330,000);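 active = highest replicate inhibition of at least 50% and at least 75% of replicates reaching 50%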;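 note: plate controls were DMSO neutral control for no effect and GW8510 at 10 µM for full effect; many of its hits are not listed in these tables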
HTR5A ag ctr – HTR5A agonists in luminescence cell assay, primary screen, counter-screen for OPRM1-OPRD1 heterodimer agonist project, full-deck HTS. 5-hydroxytryptamine receptor 5A (Homo sapiens), P47898. cell-based. activation, % at 9.3 µM. actives 0.61% (n = 340,000); in the data active = activation mostly above about 9.5%, no sharp cut-off; inactive = mostly below about 7.6%;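 note: 0% = cells with vehicle only and 100% = reference agonist; strong numbers were not always called active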
Target sequence (P47898 whole entry, looked up): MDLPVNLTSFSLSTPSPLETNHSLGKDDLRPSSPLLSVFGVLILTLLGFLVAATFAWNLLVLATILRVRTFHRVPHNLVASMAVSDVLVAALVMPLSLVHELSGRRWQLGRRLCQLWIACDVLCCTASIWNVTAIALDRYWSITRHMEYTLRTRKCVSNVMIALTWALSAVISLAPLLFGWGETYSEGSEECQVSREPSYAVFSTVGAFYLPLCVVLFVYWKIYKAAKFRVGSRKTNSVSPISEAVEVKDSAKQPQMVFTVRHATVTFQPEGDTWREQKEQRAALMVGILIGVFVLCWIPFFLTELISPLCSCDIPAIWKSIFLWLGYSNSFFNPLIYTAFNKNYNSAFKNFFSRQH
Wnt bcat act – Wnt/beta-catenin pathway activators, primary screen, cell-based, plate reader, single point | AID 743398, 2014 | activation, % at 9.35 µM | Wnt/beta-catenin reporter cell assay, activator | actives 1.2% (n = 300,000); in the data active = activation above about 30%, passing the limit was not always enough;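 note: 0% = neutral control wells and 100% = positive control wells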
RTF Ca sens act – cardiac RTF calcium sensitivity activators, primary screen, biochemical, IANBD-TnC fluorescence, EC20 calcium; AID 493008, 2010; activation, % at 7.2 µM; Troponin I, cardiac muscle (Homo sapiens) + Troponin T, cardiac muscle (Homo sapiens) + …; IANBD-labeled TnC RTF fluorescence at EC20 calcium; 0% EC20 calcium, 100% full calcium; actives 0.24% (n = 340,000);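 active = activation above the mean over all tested compounds plus 3 SD, cut at about 30% in these data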;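 note: rise in fluorescence read as greater calcium sensitivity of cardiac thin filaments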
* hit, by the source's call; / = not tested or not shown.

structure	SR-BI DiI-HDL act	SR-BI DiI inh	MITF TRPM1 HTS	PvdQ inh	Rtt109 Vps75	dFosB act	CDK5 inh	HTR5A ag ctr	Wnt bcat act	RTF Ca sens act
O=C1CC(N2CCCc3ccccc32)C(=O)N1c1ccccc1 (stereo not given)	5	-5	/	-12	-9	-1	-0.2	0	1	2
COc1ccc(/C=C(/C(=O)c2cccs2)N2C=CC=CC2=C(C#N)C#N)cc1	-38	38	-57	-17	9	-4	0.4	-6	-8	1
CSc1nccc(NC(=O)c2ccc(C(C)(C)C)cc2)n1	-52	52	41	-15	/	-13	-1.1	5	5	-3
CC1(C)c2[nH]c3ccccc3c2C[C@H]2C(=O)N(CCCCCO)CC(=O)N21	17	-17	2	-3	-4	-5	0.0	6	0	1
COc1ccc(C(=O)OCC(=O)NCC2CCCO2)c(F)c1 (stereo not given)	11	-11	0	-3	4	2	-0.4	-2	-1	-4
CCc1cc(C(=O)NCC(c2ccc(OC)cc2)N2CCOCC2)sc1C (stereo not given)	-29	29	-3	-1	/	5	1.1	-1	2	2
OC(Cn1cnnc1)c1ccccc1 (stereo not given)	45	-45	-2	6	2	5	0.2	3	2	-9
Clc1cccc(OCc2nnc(-c3ccccc3Br)o2)c1	0	0	56	4	2	-4	-1.9	4	9	-4
CCCOc1ccc(NC(=O)CCC(=O)NC(C)c2ccccc2)cc1 (stereo not given)	11	-11	2	-14	-6	-2	0.3	5	0	-1
CC1CCN(C(=O)C2CCN(CC(C)c3ccccc3)CC2)CC1 (stereo not given)	12	-12	-7	-10	1	2	-0.6	4	/	3
O=c1c2cc(Cl)ccc2nc(-c2ccc([N+](=O)[O-])cc2)n1O	14	-14	9	25	-2	1	-9.5	-1	0	2
COCCNC(=O)COc1coc(CN2CCN(Cc3ccccc3)CC2)cc1=O	4	-4	4	-5	0	3	-1.1	2	-1	-4
COc1ccc(N2CC(C(=O)Nc3nccs3)CC2=O)cc1 (stereo not given)	17	-17	-4	-8	1	-5	0.5	-4	-7	-5
COC(=O)/C=c1/sc2nc3ccccc3n2c1=O	3	-3	-3	-1	0	2	-0.8	-2	/	2
CCOCCN(C(=O)COC)c1cccc(OC)c1	22	-22	1	4	13	-1	0.4	-2	/	-7
Cc1cc(C)c(-c2cc(NC(=O)COC(=O)c3ccc(CO)cc3)n(-c3ccccc3)n2)cc1C	-29	29	2	-10	-5	9	0.1	-1	-5	-1
CC1CCN(C(=O)COC(=O)C2CCN(S(=O)(=O)c3ccc4c(c3)OCCO4)CC2)CC1	3	-3	4	-19	-3	-13	-5.2	-6	-1	6
CCCN(CCC)C(C)C(=O)NCC1(c2ccccc2)CCCC1 (stereo not given)	3	-3	0	1	27	-4	-0.2	4	-6	-4
COc1ccc(C2C(C#N)=C(N)Oc3c2sc2nc(C)cc(C)c32)cc1 (stereo not given)	-4	4	-41	-11	-9	-20	0.8	-3	/	1
O=C(COC(=O)C1CCN(c2ccc(C(F)(F)F)cn2)CC1)NCc1ccc(F)cc1	-6	6	13	-17	3	-7	0.5	-2	/	-15

Record cards, as listed above. Screens in order: SR-BI DiI-HDL act	SR-BI DiI inh	MITF TRPM1 HTS	PvdQ inh	Rtt109 Vps75	dFosB act	CDK5 inh	HTR5A ag ctr	Wnt bcat act	RTF Ca sens act
Listed for COc1ccc(N2CC(C(=O)Nc3nccs3)CC2=O)cc1 (stereo not given) = 17	-17	-4	-8	1	-5	0.5	-4	-7	-5
Listed for CCOCCN(C(=O)COC)c1cccc(OC)c1 = 22	-22	1	4	13	-1	0.4	-2	/	-7

Later entries:
structure	SR-BI DiI-HDL act	SR-BI DiI inh	MITF TRPM1 HTS	PvdQ inh	Rtt109 Vps75	dFosB act	CDK5 inh	HTR5A ag ctr	Wnt bcat act	RTF Ca sens act
COc1ccc(C/C(C)=N\NC(=O)c2c[nH]c3ccccc23)cc1OC	1	-1	3	-2	2	-1	-0.5	10	39*	6
COc1ccccc1CNC(=O)[C@@H]1CCCN1C(=O)[C@@H]1Cc2ccccc2CN1C(=O)OC(C)(C)C	7	-7	-2	-18	3	-21	1.0	-2	-4	2
CCN(CC)c1nc2ccccc2nc1C(C#N)C(=O)NCCCOC (stereo not given)	-15	15	/	5	-128	-2	0.3	-2	-1	-3
CCOC(=O)c1cc(C#N)c(SCC(N)=O)[nH]c1=O	/	/	2	-5	-11	-1	0.6	2	1	13
Cc1cccc(NC(=O)COC(=O)C(NC(=O)c2cccc(S(=O)(=O)N3CCOCC3)c2)C(C)C)c1 (stereo not given)	6	-6	-9	-11	18	-12	-2.7	-3	-4	-1
CN(c1ccc(C(=O)Nc2ccccc2C(F)(F)F)cc1)S(C)(=O)=O	-14	14	9	-8	-13	2	-1.4	0	-2	-3
O=C(COC(=O)c1cc2c(s1)CCCCC2)NC1CCS(=O)(=O)C1 (stereo not given)	10	-10	-3	-11	-17	-3	-1.7	-5	-2	-3
CC12CC3(C)CC(C)(C1)CC(NC(=O)N1CCCC1)(C2)C3	-2	2	-6	6	18	-10	0.9	2	-9	8
Cn1c(=O)[nH]c(=O)c2c1nc1n2CC(O)CN1c1ccccc1 (stereo not given)	5	-5	14	-2	-4	-2	0.0	1	0	2
COC(=O)[C@]1(Cc2ccccc2)N[C@H](CN(C)C(=O)NC(C)C)[C@@H]2C(=O)N(C)C(=O)[C@@H]21	21	-21	10	-16	-16	2	1.8	-4	-2	1
Cc1ccc(-c2nn(CCC(=O)NC(C)C)c(=O)c3ccccc23)cc1	5	-5	5	7	6	1	1.6	-4	1	-3
C[C@@H]1CC[C@]2(C(=O)O[C@@H]3O[C@H](CO)[C@@H](O)[C@H](O)[C@H]3O)CC[C@]3(C)C(=CCC4[C@@]5(C)CC[C@H](O[C@@H]6OC[C@H](O)[C@H](O[C@@H]7O[C@H](CO)[C@@H](O)[C@H](O)[C@H]7O)[C@H]6O)C(C)(C)C5CC[C@]43C)C2[C@]1(C)O (stereo not given in full)	20	-20	-2	9	23	-4	-1.1	3	-3	0
NC(=O)c1ccc(Nc2ccc3nonc3c2[N+](=O)[O-])cc1	4	-4	-23	-3	-1	-1	-0.4	3	0	-5
Cc1cc(C)c(NC(=O)c2ccc3c(c2)C(=O)N(Cc2cccnc2)C3=O)c(C)c1	/	25	3	0	0	6	-1.3	5	-1	-5
Cn1c(=O)n(CC(N)=O)c(=O)c2c1nc(Br)n2Cc1ccccc1	21	-21	-4	-5	0	-4	1.0	-1	-2	1
O=C(Nc1ccccc1Cl)c1cc[n+]([O-])cc1	8	-8	-10	3	-7	-7	1.8	-3	-3	-5
NC(=O)c1cc([N+](=O)[O-])cc2c1C=Cc1ccccc1O2	4	-4	-15	-3	13	4	0.4	0	0	-4
N#CCC(=O)Nc1ccc(C(=O)OCC(=O)Nc2sc3c(c2C#N)CCCC3)cc1	-4	4	5	10	19	-7	0.9	-3	1	-11
Cc1cc(=O)[nH]c(Sc2c(-c3ccccc3)c3ccccc3[nH]c2=O)n1	/	/	/	-18	-2	-1	-3.5	-5	/	2
N=c1oc2ccc3ccccc3c2cc1C(N)=S	-12	12	-10	-3	-190	-8	5.9	-2	-2	8
C=CC1=C2C=C(C3CC3)N(CCCN(CC)CC)C=C2C(=O)C(C)(OC(=O)c2ccco2)C1=O (stereo not given)	30	-30	-3	10	4	-5	-1.0	-1	8	0
O=C(c1cc([N+](=O)[O-])ccc1N1CCCC1)N1CCCC1	2	-2	-6	-3	4	-1	0.8	4	-2	3
Cc1cc(OCC(=O)Nc2ccc(F)c(F)c2)nc(C(C)C)n1	19	-19	-5	-10	1	0	-0.5	-2	1	0
CC1(C)CC(=O)C=C(c2ccc3ncccc3c2)C1	-18	18	/	-5	1	-15	-1.3	11	0	-3
CCCCCCCOC1(c2ccccc2)OC(=O)c2ccccc21 (stereo not given)	-6	6	11	0	7	4	-2.3	-1	-1	-9
CS(=O)(=O)N(CC(=O)N1CCCC1)Cc1ccc(Cl)c(Cl)c1	2	-2	-1	-12	2	-7	-0.3	0	-1	10
Cc1cc(C)cc(NC(=O)Nc2ccc3ccccc3n2)c1	18	-18	/	6	8	2	1.6	7	-1	5
Cc1coc2cc3oc(=O)c(CCC(=O)NCCCn4ccnc4)c(C)c3cc12	-6	6	-13	0	-6	-13	-0.7	0	-1	1
COc1cccc(CN2CC(C(=O)N(C)Cc3nc(C)cs3)CCC2=O)c1 (stereo not given)	20	-20	1	-12	11	4	-1.2	2	2	2
O=C(Nc1ccc(Cl)c(S(=O)(=O)N2CCOCC2)c1)c1ccc(OCC2CCCO2)cc1 (stereo not given)	-45	45	-70	-18	6	-18	1.0	/	/	/
CCOc1ccc(NC(=O)CCC(=O)NNC(=O)c2ccc(Br)o2)cc1	4	-4	2	9	8	-8	0.5	0	-1	-5
CN(Cc1ccccc1)C(=O)c1[nH]cnc1C(=O)NCCCCCNC(=O)OC(C)(C)C	18	-18	-10	-3	4	-8	-0.4	2	-1	8
CC1CCN(C(=O)c2[nH]cnc2C(=O)NCC(=O)OCc2ccccc2)CC1	17	-17	13	-3	-5	1	1.0	-3	-3	-1
O=C(Nc1nc2ccc([N+](=O)[O-])cc2s1)c1c(F)cccc1F	-24	24	25	11	13	3	1.8	-2	0	1
COc1ccc(F)cc1CN1CCN(C(=O)CCC(=O)Nc2nnc(C3CCCCC3)s2)CC1	-12	12	4	-22	1	-4	-4.5	4	-2	5
Cc1cccc(NC(=O)C(Cc2ccccc2)c2nn[nH]n2)c1C (stereo not given)	15	-15	-13	-8	-5	-1	0.3	4	-1	-1
O=c1[nH][nH]c(C(F)(F)F)c1C=NCc1ccc(Cl)cc1	-10	10	1	-14	-21	-2	-0.9	2	/	3
COCCCC1CCN(Cc2nc(Cc3ccccc3Cl)no2)CC1	11	-11	3	-17	-3	-3	1.7	0	-6	-2
FC(F)(F)c1ccc(/C=N/N2CCN(Cc3ccccc3)CC2)cc1	29	-29	6	9	6	2	0.2	1	-1	-6
O=C(O)C1SCCN1S(=O)(=O)c1ccc(N=NN2CCOCC2)cc1 (stereo not given)	3	-3	2	7	1	-3	-0.6	3	0	8
O=c1c2[nH]c3ccccc3c2ncn1CCC1=CCCCC1	13	-13	41	-2	5	-1	0.6	1	12	1

Assay outcomes deposited in PubChem BioAssay by several laboratories.
